Screening data from PubChem.
RGS8-Gao: RGS8-Galphao binding modulators, primary screen, biochemical, multiplexed bead flow cytometry. response (percent of control binding), % at 10 µM. actives lie on both sides. AID 1423, 2008. Guanine nucleotide-binding protein G(o) subunit alpha (Homo sapiens), P09471. actives 0.34% (n = 220,000); in the data active = response below about 60% or above about 140%; inactive = in between;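 also: Galphao activated as the GDP aluminium fluoride complex binding bead-coupled RGS8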
Target sequence (P09471 whole entry, looked up): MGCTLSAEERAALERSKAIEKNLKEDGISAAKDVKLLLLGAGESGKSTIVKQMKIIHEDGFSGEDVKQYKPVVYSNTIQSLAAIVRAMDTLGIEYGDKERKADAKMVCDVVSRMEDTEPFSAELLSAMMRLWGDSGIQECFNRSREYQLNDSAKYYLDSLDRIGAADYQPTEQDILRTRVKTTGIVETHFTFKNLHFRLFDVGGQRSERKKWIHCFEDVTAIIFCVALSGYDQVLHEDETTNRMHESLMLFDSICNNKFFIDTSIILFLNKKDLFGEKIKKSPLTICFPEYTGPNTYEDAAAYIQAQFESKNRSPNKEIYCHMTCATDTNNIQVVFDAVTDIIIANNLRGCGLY
Bim-Bcl-XL: inhibitors of Bim-Bcl-XL binding, primary screen, biochemical, multiplexed, bead flow cytometry, human Bcl-XL. Bim peptide-Bcl-XL binding, fluorescence. Bcl-2-like protein 1 (Homo sapiens), Q07817. inhibition, % at 10 µM. AID 1007, 2008. actives 0.04% (n = 190,000)
Bim-Mcl-1: inhibitors of Bim peptide binding to Mcl-1, primary screen, biochemical, bead-based flow cytometry, multiplex. Induced myeloid leukemia cell differentiation protein Mcl-1 (Homo sapiens), Q07820. actives 0.1% (n = 190,000). inhibition, % at 10 µM. AID 1009, 2008. Bim peptide-Mcl-1 binding;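 also: 0% = no compound tracer wells and 100% = peptide blocker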
Target sequence (Q07820 whole entry, looked up): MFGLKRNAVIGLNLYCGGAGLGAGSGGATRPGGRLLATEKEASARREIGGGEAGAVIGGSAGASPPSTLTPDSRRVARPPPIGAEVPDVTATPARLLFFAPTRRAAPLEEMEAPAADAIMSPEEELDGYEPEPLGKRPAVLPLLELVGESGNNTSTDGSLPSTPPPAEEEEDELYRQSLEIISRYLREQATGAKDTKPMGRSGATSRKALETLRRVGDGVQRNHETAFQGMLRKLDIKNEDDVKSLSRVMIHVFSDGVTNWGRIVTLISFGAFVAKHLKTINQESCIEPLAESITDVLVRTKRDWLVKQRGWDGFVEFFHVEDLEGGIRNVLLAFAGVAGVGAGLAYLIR
Bim-Bcl-W: inhibitors of Bim binding to Bcl-W, primary screen, biochemical, multiplexed, bead-based flow cytometry. Bcl-2-like protein 2 (Homo sapiens), Q92843. Bim peptide-Bcl-W binding. inhibition, % at 10 µM. actives 0.02% (n = 190,000). AID 952, 2007;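 also: 0% = bound tracer without compound and 100% = peptide blocker; higher means less fluorescent Bim peptide bound to Bcl-W beads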
RGS4-Gao reg: modulators of RGS4 binding to Galphao, primary screen, biochemical, multiplexed bead flow cytometry; Guanine nucleotide-binding protein G(o) subunit alpha (Homo sapiens), P09471; actives lie on both sides; binding response (% of control), % at 10 µM; actives 0.33% (n = 220,000); AID 1415, 2008; in the data active = binding response below about 49% or above about 150%; inactive = in between;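 also: fluorescent Galphao activated with aluminum fluoride binding bead-coupled RGS4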
Mcl1 Bid PPI: Mcl-1/Bid binding inhibitors, primary screen, biochemical, TR-FRET, 1536-well. inhibition, % at 21.7 µM. actives 0.97% (n = 220,000). TR-FRET Mcl-1/Bid-Dy647 peptide binding. Induced myeloid leukemia cell differentiation protein Mcl-1 (Homo sapiens), Q07820;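 active = compounds that cut the binding signal by more than half at the single screening dose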;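 also: His-tagged Mcl-1 with europium anti-His antibody binding Bid BH3 peptide; 0% = Mcl-1 plus peptide wells and 100% = peptide-only wells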
Mcl1 Noxa PPI: Mcl-1/Noxa binding inhibitors, primary screen, biochemical, TR-FRET, 1536-well; Induced myeloid leukemia cell differentiation protein Mcl-1 (Homo sapiens), Q07820; TR-FRET Mcl-1/Noxa peptide binding, 2 h; inhibition, % at 21.7 µM; actives 1.5% (n = 220,000); AID 1022, 2008;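 active = compounds that cut the protein-peptide binding signal by more than 50% relative to plate controls in a single-dose test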;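 also: His-tagged Mcl-1 with rhodamine Noxa BH3 peptide and terbium anti-His antibody; 0% = Mcl-1 plus Noxa peptide wells and 100% = peptide-only wells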
Bim-Bcl-2: inhibitors of Bim-Bcl-2 binding, primary screen, biochemical, multiplexed, human Bcl-2 family; Apoptosis regulator Bcl-2 (Homo sapiens), P10415; Bead-based flow cytometry, Bim peptide-Bcl-2 binding; inhibition, % at 10 µM; actives 0.06% (n = 190,000); in the data active = inhibition above about 40%; inconclusive = no clear call, values can overlap the other calls;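 also: 0% = no compound wells with probe peptide and 100% = reference peptide inhibitor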
Target sequence (P10415 whole entry, looked up): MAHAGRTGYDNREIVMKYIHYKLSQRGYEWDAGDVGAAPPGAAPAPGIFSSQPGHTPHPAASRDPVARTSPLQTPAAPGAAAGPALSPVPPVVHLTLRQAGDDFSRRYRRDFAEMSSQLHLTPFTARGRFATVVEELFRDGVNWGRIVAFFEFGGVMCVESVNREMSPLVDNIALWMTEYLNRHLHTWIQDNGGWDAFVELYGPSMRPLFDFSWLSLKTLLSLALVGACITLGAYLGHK
Bim-Bfl-1: inhibitors of Bim binding to Bfl-1, primary screen, biochemical, multiplexed, bead-based flow cytometry. actives 0.12% (n = 190,000). inhibition, % at 10 µM. Bcl-2-related protein A1 (Homo sapiens), Q16548. Bim-Bfl-1 binding inhibition;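 also: 0% = wells without compound plus tracer and 100% = blocker peptide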
Bim-Bcl-B: inhibitors of Bim-Bcl-B binding, primary screen, biochemical, multiplexed, human Bcl-2 family; Bcl-2-like protein 10 (Homo sapiens), Q9HD36; bead-based flow cytometry, Bim peptide-Bcl-B binding; inhibition, % at 10 µM; actives 0.073% (n = 190,000); AID 951, 2007;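 also: 0% = tracer peptide without compound and 100% = reference inhibitor peptide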
RGS7-Gao: RGS7-Galphao binding modulators, primary screen, biochemical, multiplexed bead flow cytometry. actives 0.35% (n = 220,000). binding response (% of control), % at 10 µM. actives lie on both sides. Guanine nucleotide-binding protein G(o) subunit alpha (Homo sapiens), P09471; in the data active = binding response below about 49% or above about 150%; inconclusive = no clear call, values can overlap the other calls; inactive = in between;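 also: fluorescent Galphao held in activated GDP-AlF4 state binding bead-coupled RGS7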
The depositor's hits bear a star; u = inconclusive; x = not tested or not shown. Rule as the data show it, unless noted: active = inhibition above about 40%.

SMILES	RGS8-Gao	Bim-Bcl-XL	Bim-Mcl-1	Bim-Bcl-W	RGS4-Gao reg	Mcl1 Bid PPI	Mcl1 Noxa PPI	Bim-Bcl-2	Bim-Bfl-1	Bim-Bcl-B	RGS7-Gao
COCCn1nnnc1C(c1ccccc1)N1CCN(C)CC1 (configuration not stated)	103	-2	-3	-2	105	15	4	0	-3	0	107
COc1ccc(C(OC(=O)c2ccco2)C(=O)NCc2ccc(C)cc2)cc1 (configuration not stated)	100	0	-2	0	100	6	7	0	-2	-1	101
C[C@@H]1C=C[C@](Cc2ccccc2)(C(=O)NCCc2c[nH]c3ccccc23)N1C(=O)c1ccccc1	99	-4	-1	1	100	-18	11	1	0	-6	103
CSc1nc2n(n1)C(c1cc(Br)ccc1F)C(C(=O)N(C)C)=C(C)N2 (configuration not stated)	102	-2	4	-4	104	1	-14	-1	1	-4	103
CCOC(=O)NC(Nc1nnc(SCC)s1)(C(F)(F)F)C(F)(F)F	101	0	0	-2	106	-18	12	-10	-13	-6	105
Cc1noc(C)c1C(=O)N1CCC2(CC1)Oc1ccc(F)cc1C(=O)C21CC(c2ccc(Cl)cc2)=NO1 (configuration not stated)	107	x	x	x	108	-27	9	x	x	x	u
CCOC(=O)N1CCN(CCC(=O)Nc2ccc(Br)c(C)c2)CC1	97	-2	0	-1	94	-10	15	0	-4	-6	96
Cc1c(NC(=O)c2ccc(COc3ccc4ccccc4c3)o2)c(=O)n(-c2ccccc2)n1C	103	-6	-4	-5	98	-2	14	0	-1	-9	101
Cc1cc(C(=O)OC(C)C(=O)Nc2cccc(S(=O)(=O)N3CCOCC3)c2)c(C)o1 (configuration not stated)	92	-4	-4	-3	88	-14	3	3	-2	-3	91
COc1ccc(N(/N=C2\Sc3ccccc3C2=O)C(C)=O)cc1	102	-3	-6	-2	98	-28	2	-2	-4	-4	96
Cc1ccc(OCc2nnc(SCC(=O)Nc3nccs3)n2-c2ccccc2)cc1C	95	-2	-2	-4	96	-7	-15	-2	-2	-4	96
CCCCN(Cc1ccco1)C(=O)c1cc2c(=O)[nH]c3ccc(C)cc3c2s1	97	-2	0	0	96	-8	9	-5	-8	-8	91

Whole records as entered above:
Entry for `COc1ccc(N(/N=C2\Sc3ccccc3C2=O)C(C)=O)cc1` = RGS8-Gao: 102; Bim-Bcl-XL: -3; Bim-Mcl-1: -6; Bim-Bcl-W: -2; RGS4-Gao reg: 98; Mcl1 Bid PPI: -28; Mcl1 Noxa PPI: 2; Bim-Bcl-2: -2; Bim-Bfl-1: -4; Bim-Bcl-B: -4; RGS7-Gao: 96
Entry for `CSc1nc2n(n1)C(c1cc(Br)ccc1F)C(C(=O)N(C)C)=C(C)N2` (configuration not stated) = RGS8-Gao: 102; Bim-Bcl-XL: -2; Bim-Mcl-1: 4; Bim-Bcl-W: -4; RGS4-Gao reg: 104; Mcl1 Bid PPI: 1; Mcl1 Noxa PPI: -14; Bim-Bcl-2: -1; Bim-Bfl-1: 1; Bim-Bcl-B: -4; RGS7-Gao: 103

Next section:
SMILES	RGS8-Gao	Bim-Bcl-XL	Bim-Mcl-1	Bim-Bcl-W	RGS4-Gao reg	Mcl1 Bid PPI	Mcl1 Noxa PPI	Bim-Bcl-2	Bim-Bfl-1	Bim-Bcl-B	RGS7-Gao
CCOC(=O)N/N=C1\CC(C)S(=O)(=O)c2ccc(Cl)cc21 (configuration not stated)	100	x	x	x	98	-6	20	x	x	x	u
CCOC(=O)Nc1nnc(Cc2ccc(Cl)c(Cl)c2)s1	102	-2	0	-1	99	-20	-1	-4	-4	-4	u
COc1ccc(CNC(=S)N/N=C/c2ccc(O)c(OC)c2)cc1	96	-2	-3	-2	90	-86	7	-2	-1	-7	87
CC(=O)C1=C(C)N(Cc2ccccc2)C(=O)N[C@@H]1c1cccc(C(F)(F)F)c1	109	-3	0	0	102	-9	20	1	0	-1	105
COc1ccc(Cl)cc1NC(=O)CSc1nc2sccc2c(=O)[nH]1	101	-2	-2	-2	102	-33	21	-2	-3	-6	96
O=C(Nc1cc(Cl)cc(Cl)c1)c1ccc(Cn2c(=O)[nH]c3ccsc3c2=O)cc1	101	-2	-5	-7	93	-1	-54	-1	0	-3	97
CCOc1ccccc1CN1C(=O)c2ccccc2C1C(=O)NC(C)CC (configuration not stated)	101	2	2	4	100	-20	-6	-6	-8	-6	95
CCOC(=O)c1c(C)nc2c(c1-c1cc(OC)ccc1OC)C(=O)c1ccccc1-2	102	-2	-5	-4	102	6	x	-9	-11	-13	100
C/C(=N/n1cnnc1)c1cccnc1	102	-3	-1	-3	112	-7	5	0	-1	0	105
CCOC(=O)c1c(-c2ccccc2)csc1NC(=O)CSc1nc(C)cc(C)n1	108	-8	3	-2	105	0	-6	-1	-1	-13	101
COc1ccc([N+](=O)[O-])cc1N(CC(O)CN(C)C)S(=O)(=O)c1ccc(C)cc1 (configuration not stated)	102	-2	-2	-2	100	-34	6	-2	-4	-6	104
O=C(Oc1ccc(OC(=O)c2ccco2)c(S(=O)(=O)c2ccc(Cl)cc2)c1)c1ccco1	102	-6	-4	-2	104	2	7	-3	-10	-6	105
Cc1ccc(NC(=O)CS(=O)CC(=O)N(C(C)C(=O)NC2CCCCC2)C(C)(C)C)cc1 (configuration not stated)	105	0	-1	0	104	-24	5	-3	-4	-3	103
CCn1cc(Br)c(-c2nc3ccccc3c(=O)n2N)n1	103	-4	-2	-2	105	-7	7	-11	-17	-10	102
CC(=O)Nc1ccc(N/C=C/C(=O)C(C)(C)C)cc1	97	-6	-2	-4	101	-46	x	-13	-12	-9	99
CC(C)n1nc(C(=O)Nc2nnc(C3CC3)s2)c2ccccc2c1=O	101	0	0	-1	99	-29	6	0	-4	0	95
Cc1nn(Cc2ccccc2)c(C)c1/C=N/NC(=O)c1ccncc1	104	x	x	x	104	-30	7	x	x	x	u
CCN1CCc2nc(NC(=O)Cc3ccc4c(c3)OCCO4)sc2C1	104	0	2	1	111	-11	6	-12	-12	-4	109
COc1ccc(C(=O)N/N=C/c2ccccc2C(=O)O)cc1OC	100	x	x	x	96	-30	-15	x	x	x	u
O=C(CN(Cc1ccco1)C(=O)c1cc(=O)[nH]c2ccccc12)Nc1ccccc1C(F)(F)F	99	-3	2	2	101	-12	12	1	-14	-5	99
CCn1ncc(CN2CCCC(CNC(=O)c3ccc(F)cc3)C2)c1C (configuration not stated)	105	-1	-2	-1	102	-23	18	0	-7	-6	100
CCS(=O)(=O)N1CCC(C(=O)NCCCN2CCN(c3ccccc3F)CC2)CC1	98	-5	-2	-1	104	-16	-1	-3	-1	-3	99
COc1ccccc1C(c1nnnn1C(C)(C)C)N1CCCc2ccccc21 (configuration not stated)	100	9	1	23	100	-7	7	-19	-11	1	102
CC(C)(C)NC(=O)C(c1ccc(O)cc1)N(C(=O)Cn1nnc(-c2ccc(F)cc2)n1)c1ccccc1F (configuration not stated)	101	0	4	2	107	-33	-5	1	-1	1	122
COc1ccccc1C(=O)N/C(=C\c1ccc(Br)cc1)C(=O)NCCC(=O)O	103	-6	-3	-1	99	-1	8	-7	-15	-4	99
COc1ccc(C(c2nnnn2C2CCCCC2)N2CCN(c3ccc(OC)cc3)CC2)cc1 (configuration not stated)	106	-6	-4	0	104	-27	20	-7	-6	-6	103
Cc1nc(N2CCN(C(c3ccccc3)c3ccccc3)CC2)[nH]c(=O)c1C	101	0	0	2	94	-16	-7	-1	-5	0	93
COC(=O)c1c(NC(=O)C2CC2)sc2c1CCCC2	95	-5	0	4	97	-17	6	-4	-5	-5	96
Cc1ccc(NC(=O)CCC(=O)c2cccs2)c(O)c1	100	x	x	x	104	-71	18	x	x	x	u
Cc1nn(C)c(Oc2ccc(Cl)cc2)c1C=O	100	-3	0	-1	107	-16	-6	0	0	-1	107
COc1ccc(OC)c(NC(=O)C2CCN(c3cc(-c4ccccc4)nc4ncnn34)CC2)c1	96	-2	0	-1	103	2	22	-2	-1	0	100

Part of the list above in order of heavy-atom count, rising.
SMILES	RGS8-Gao	Bim-Bcl-XL	Bim-Mcl-1	Bim-Bcl-W	RGS4-Gao reg	Mcl1 Bid PPI	Mcl1 Noxa PPI	Bim-Bcl-2	Bim-Bfl-1	Bim-Bcl-B	RGS7-Gao
Cc1nn(C)c(Oc2ccc(Cl)cc2)c1C=O	100	-3	0	-1	107	-16	-6	0	0	-1	107
COC(=O)c1c(NC(=O)C2CC2)sc2c1CCCC2	95	-5	0	4	97	-17	6	-4	-5	-5	96
Cc1ccc(NC(=O)CCC(=O)c2cccs2)c(O)c1	100	x	x	x	104	-71	18	x	x	x	u
Cc1nc(N2CCN(C(c3ccccc3)c3ccccc3)CC2)[nH]c(=O)c1C	101	0	0	2	94	-16	-7	-1	-5	0	93
CCS(=O)(=O)N1CCC(C(=O)NCCCN2CCN(c3ccccc3F)CC2)CC1	98	-5	-2	-1	104	-16	-1	-3	-1	-3	99
COc1ccc(OC)c(NC(=O)C2CCN(c3cc(-c4ccccc4)nc4ncnn34)CC2)c1	96	-2	0	-1	103	2	22	-2	-1	0	100
CC(C)(C)NC(=O)C(c1ccc(O)cc1)N(C(=O)Cn1nnc(-c2ccc(F)cc2)n1)c1ccccc1F (configuration not stated)	101	0	4	2	107	-33	-5	1	-1	1	122
